FUS yeast rescue: rescues growth of FUS-expressing yeast; S. cerevisiae FUS-expressing, growth rescue, OD600, 24 h; actives 0.24% (n = 390,000); AID 1347120; Potency, µM (doses to about 76.6 µM), for the others: top-dose growth rescue (activation), hits mostly activators; active means well fitted activation curve with a large enough effect; inconclusive means small, poorly fitted or top-dose-only effect; inactive means no such curve, though single readings can be large or run the other way;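 further: plate controls were DMSO vehicle for no effect and reference control for full effect; nearly all actives have a fitted effect of over 55% in size; some results filed as inactive show a strong effect at the top dose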
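Read-out: OD at 600 nm after 24hr at 30C, reporting rescue of FUS-induced yeast toxicity. Cells at OD 0.005 in galactose (2%) minimal medium; compounds tested in a dilution series; CP55940 titration from 92uM final as control.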
An asterisk follows results filed as active; ? = inconclusive. Potency means the concentration at half of the fitted maximal effect.

SMILES	FUS yeast rescue
COC(=O)C[C@@H]1CC[C@H]2[C@@H](COc3ccc(NC(=O)c4ccc(Cl)cc4)cc3C(=O)N2C)O1	30.3%
Cn1c(NC(=O)c2ccccc2)nc(Cc2ccccc2)c1Cc1ccccc1	15.6%
N#CCC[C@@H]1CC[C@]2(CCCN(S(=O)(=O)C3CCCCC3)C2)O1	-12.2%
Nc1cccc2c1CN(C1CCC(=O)NC1=O)C2=O (stereo not drawn)	-2.8%
NC(=NCCc1c[nH]c2ccccc12)NC(=O)OCc1ccccc1	-3.9%
O=C(Cc1ccccc1F)Nc1nnc(-c2cccnc2)s1	-5.0%
O=C1CCCC2=C1C1(CCCC1)N=C(Nc1nc3cc(Br)ccc3o1)N2	-9.8%
Clc1cc(Cl)cc(CNC2CCC23CCC(c2ccccc2)CC3)c1 (stereo not drawn)	-5.1%
S=C(Nc1cccc(Cl)c1)OC1CCC12CCC(c1ccccc1)CC2 (stereo not drawn)	-13.2%
CN(C)c1cccc(-c2cnc(N3CCC(C(N)=O)CC3)s2)c1	?
C#CCN1CC(N(C)CCOC(=O)c2occ3ccccc23)CS1(=O)=O (stereo not drawn)	-8.8%
CCOC(=O)N1CCN(C(=O)C[C@H]2C[C@@]3(C(=O)OC)C(=C[C@H](C(C)C)O[C@@H]3C3CC3)N(CCc3ccc(OC)c(OC)c3)C2=O)CC1	39.4%
CCCC(=O)N1CCC[C@]2(CC[C@@H](CCC#N)O2)C1	-19.9%
C=CCN(CC#Cc1ccc(C(F)(F)F)cc1)CC=C	-6.1%
CCOc1cc(C=NN2CCN(Cc3ccc(C)cc3)CC2)ccc1O	9.1%
O=C(Nc1c(-c2ccc(C(F)(F)F)cc2)nc2ncccn12)c1ccc(F)cc1	-15.2%
COc1cc(NC(=O)C2CCCN(S(=O)(=O)c3ccccc3)C2)cc(OC)c1 (stereo not drawn)	28.4%
Cc1cc(NC(=O)c2ccc(NS(=O)(=O)c3ccc(C)c(C)c3)cc2)no1	-0.1%
CCC(C)NS(=O)(=O)c1ccc2[nH]c(=O)oc2c1 (stereo not drawn)	-11.2%
COC(=O)[C@]12C[C@H](CC(=O)N3CCCC3)C(=O)N(Cc3ccc(Cl)cc3Cl)C1=C[C@H](C1CCCC1)O[C@@H]2C	-3.4%
CCOC(=O)[C@@]12CCC3=C1N(CCC3)C(=O)[C@H](CC(=O)NCc1ccc(C)o1)C2	-2.0%
COC(=O)[C@]1(C#N)CC(=O)N(C)[C@@H]1c1ccccc1	-15.4%
N#Cc1ccc(Cn2ccc3ccc(-c4ccc5ccn(C(=O)C6CCC6)c5c4)cc32)cc1	35.3%
CC1(c2nnnn2-c2ccc(F)cc2)CCCC(=O)N1CCc1c[nH]c2ccccc12 (stereo not drawn)	25.0%
C=CC[C@@H]1NN2C(=O)[C@@H](CCc3ccccc3)[C@@H]3c4ccccc4C=NN3[C@@H]2c2ccccc21	?
CCCCOCCCNC(=O)C[C@H]1C[C@@]2(C(=O)OCC)CCCC3=C2N(CCC3)C1=O	7.0%
CCn1c(=O)n(CC(=O)N2CCC(C)CC2)c(=O)c2ccccc21	11.2%
CC[C@]1(c2ccc(C)cc2)C(=O)N(C(=O)OC(C)C)N1C(=O)OC(C)C	22.5%
CCCCOCCCNC(=O)C[C@H]1C[C@@]2(C(=O)OC)C(=C[C@H](C(C)(C)C)O[C@@H]2C)N(CCc2ccc(OC)c(OC)c2)C1=O	?
CCc1ccccc1NC(=O)CSc1nnc(-c2cccs2)o1	-7.8%
CCOc1ccc(NC(=O)c2cc(-c3ccc(Cl)cc3)nc3ccccc23)cc1	-1.9%
O=C(NCc1ccc(F)c(F)c1)C1CCC(CNS(=O)(=O)c2cccc3cccnc23)CC1 (stereo not drawn)	?
CC(=O)OC12CCCN(C1)/C(=C/c1ccncc1)C2 (stereo not drawn)	-15.8%
COC(=O)[C@]12C[C@H](CC(=O)N3CCCCC3)C(=O)N(Cc3ccc(Cl)cc3Cl)C1=C[C@H](C(C)C)O[C@@H]2C1CC1	42.2%
C=C(C)C1CC23C(=O)C4(C(=O)c5ccccc5)C[C@@]5(C)CCC(CC2C1(C)C)(C4=O)C35OC (stereo partly drawn)	27.8%
C[C@H]1C2CC(OC(=O)Nc3cccc(C(F)(F)F)c3)C(C2)[C@H]2CCCCN21 (stereo partly drawn)	1.8%
COC(=O)[C@]12C[C@H](CC(=O)N3CCN(C(=O)c4ccco4)CC3)C(=O)N(CCc3ccc(OC)c(OC)c3)C1=C[C@H](C1CCCC1)O[C@@H]2C	39.9%
COc1ccc(OC)c(NC(=O)c2ccccc2N(Cc2ccccc2)C(=O)C(C)Cl)c1 (stereo not drawn)	?
CCCC1CCC2(CC1)CCC2OC(=S)Nc1ccc(Br)cc1 (stereo not drawn)	-12.2%
O=C(c1ccc(F)c(F)c1)N1CCC(Oc2cccnc2)CC1	-6.7%
COC(=O)[C@]12C[C@H](CC(=O)N3CCOCC3)C(=O)N(Cc3ccc(Cl)cc3Cl)C1=C[C@H](C(C)(C)C)O[C@@H]2C	15.8µM*
COC(=O)[C@]12C[C@H](CC(=O)NCc3ccccc3)C(=O)N(CCc3ccc(OC)c(OC)c3)C1=C[C@H](C(C)C)O[C@@H]2C1CC1	?
CCCCCCCCN1C(=O)[C@@H](CC(=O)NCc2ccc(C)o2)C[C@@]2(C(=O)OC)C1=C[C@H](COCc1ccccc1)O[C@@H]2C	?
O=[N+]([O-])c1ccc(NCCCN2CCC(C(O)(c3ccccc3)c3ccccc3)CC2)cc1	24.6%
O=C1N2Cc3ccccc3C2CS(=O)(=O)N1CCc1ccccc1 (stereo not drawn)	-23.4%
CCCC[C@H]1C2CC(OC(=O)Nc3ccc(C)cc3)C(C2)[C@H]2CCCCN21 (stereo partly drawn)	4.2%
C[C@H]1[C@@H](OC(=O)Nc2cccc(C(F)(F)F)c2)CC[C@@]23CCCN2C(=O)CCC[C@@H]13	19.5%
Fc1ccccc1-c1n[nH]c(=S)n1N=Cc1ccc(-c2ccccc2)cc1	2.9%
COc1ccc(S[C@]2(C(=O)N3CCOCC3)CC(=O)N(C(=O)/C=C/c3ccccc3)[C@@H]2c2ccc(OC)cc2)cc1	19.0%
Cc1cccc(C(=O)Nc2c(-c3ccccc3)nc3ncccn23)c1	-13.2%
The list goes on:
SMILES	FUS yeast rescue
Cc1onc(-c2ccc(Cl)cc2)c1-c1ccn(S(=O)(=O)c2cccc(Cl)c2)n1	33.5%
COc1cc(C(=O)NC2CCCCN(C(C)C)C2=O)cc(OC)c1OC (stereo not drawn)	-14.4%
COc1ccc(C(=O)OCCN2CCN(C3CN(Cc4cn(Cc5ccccc5F)nn4)S(=O)(=O)C3)CC2)cc1OC (stereo not drawn)	15.5%
COc1ccc2c(c(-c3ccccc3)cn2C)c1-c1ccccc1	-10.7%
O=C(NCc1cccs1)C1CCCN(S(=O)(=O)c2ccc([N+](=O)[O-])cc2)C1 (stereo not drawn)	-1.1%
O=C(COC(=O)c1ccc(Sc2ncn[nH]2)c([N+](=O)[O-])c1)Nc1ccc(Cl)cc1	7.6%
Cc1ccc(CN2CCCCC(NC(=O)c3cccc(F)c3)C2=O)cc1 (stereo not drawn)	3.8%
O=C(NC1CCCCN(Cc2ccc(Cl)cc2)C1=O)c1cccs1 (stereo not drawn)	12.5%
Cc1cccc(CNC(=S)OC2CCC23CCC(c2ccccc2)CC3)c1 (stereo not drawn)	-6.1%
S=c1[nH]nc(-c2cc(-c3ccccc3)n[nH]2)n1N=Cc1c[nH]c2ccccc12	14.9%
O=C(NC1CCCCN(Cc2ccc(Cl)cc2)C1=O)c1ccc(COc2ccccc2)cc1 (stereo not drawn)	32.2%
NC(=O)C1=CN([C@@H]2O[C@H](COP(=O)(O)OP(=O)(O)OC[C@H]3O[C@@H](n4cnc5c(N)ncnc54)[C@H](O)[C@@H]3O)[C@@H](O)[C@H]2O)C=CC1	13.7%
COC(=O)CCC(=O)N1C2=NC3=C(C(=O)N(Cc4ccc5c(c4)OCO5)C3=O)C3N(C)c4ccccc4[C@]23C[C@H]1CO (stereo partly drawn)	?
Cc1ccc(C(=O)Oc2coc(CSc3ncccn3)cc2=O)cc1[N+](=O)[O-]	10.8%
CCOC(=O)CCCNC(=O)O[C@@H]1CC[C@@]23CCCN2C(=O)CCC[C@H]3C1	1.5%
CCCCCc1ccc(-c2n[nH]c(=O)c3ccccc23)cc1	-5.4%
COc1ccc2c(c1)[C@@]1(NCCc3c1[nH]c1ccc(OC)cc31)C(=O)N2	14.5%
CN(CCOC(=O)c1cc2ccccc2o1)C1CN(Cc2cn(Cc3ccc([N+](=O)[O-])cc3)nn2)S(=O)(=O)C1 (stereo not drawn)	33.4%
C[C@H]1C2CC(OC(=O)Nc3ccc4c(c3)OCO4)C(C2)[C@H]2CCCCN21 (stereo partly drawn)	12.6%
COC(=O)[C@@]12CCCCC3=C1N(CCC3)C(=O)[C@H]2CC(=O)N1CCC(c2ccccc2)CC1	?

An excerpt of these results, field by field.
CCCC(=O)N1CCC[C@]2(CC[C@@H](CCC#N)O2)C1
  FUS yeast rescue: -19.9%
C=CCN(CC#Cc1ccc(C(F)(F)F)cc1)CC=C
  FUS yeast rescue: -6.1%
CCOc1cc(C=NN2CCN(Cc3ccc(C)cc3)CC2)ccc1O
  FUS yeast rescue: 9.1%
O=C(Nc1c(-c2ccc(C(F)(F)F)cc2)nc2ncccn12)c1ccc(F)cc1
  FUS yeast rescue: -15.2%

Next section
SMILES	FUS yeast rescue
O=C(NC1CCCCN(Cc2ccc(Cl)cc2)C1=O)c1ccccn1 (stereo not drawn)	21.5%
O=C(OC12CCCN(C1)/C(=C/c1ccccc1)C2)c1ccc(Cl)cc1 (stereo not drawn)	12.6%
COc1ccc2[nH]c3c(c2c1)CCN[C@]31C(=O)N(C)c2ccc(Br)cc21	-20.2%
Cc1ccc(-c2cc(C(=O)NN=Cc3ccc(-c4ccccc4)cc3)[nH]n2)cc1C	-11.8%
Cc1cc(C)cc(NC(=O)O[C@@H]2CC[C@@]34CCCN3C(=O)CCC[C@H]4C2)c1	29.7%
Cc1ccc(-n2c(Cc3cccs3)nnc2SCc2ccc([N+](=O)[O-])cc2)cc1	?
N#Cc1ccc(/C=C2\CC3(OC(=O)c4cccc(F)c4)CCCN2C3)cc1 (stereo not drawn)	-7.1%
O=C(NCc1ccccc1Cl)C1CCCN(c2nc3ccccc3o2)C1 (stereo not drawn)	22.3%
CCOC(=O)C1CCN(C(=O)C(C)(C)NC(=O)Nc2ccccc2Cl)CC1	11.0%
Cc1cc(C)cc(C(=O)OCCCN(C)C2CN(Cc3cn(Cc4ccccc4C(F)(F)F)nn3)S(=O)(=O)C2)c1 (stereo not drawn)	?
N#Cc1ccccc1OC[C@@H](O)CN1CCC(C(O)(c2ccccc2)c2ccccc2)CC1	6.1%
CC(C)(C)CCN1C[C@@H]2C(CNC(=O)c3cc(Cl)cc(Cl)c3)[C@@H]2C1 (stereo partly drawn)	-8.6%
Cn1c(=O)c2cc(S(=O)(=O)N3CCN(c4ccccc4Cl)CC3)ccc2n(C)c1=O	-5.2%
COc1ccc(CCNC(=O)c2cc3ccccn3n2)cc1	-17.5%
COC(=O)[C@]12C[C@H](CC(=O)NCC34CC5CC(CC(C5)C3)C4)C(=O)N(Cc3ccc(Cl)cc3Cl)C1=C[C@H](COCc1ccccc1)O[C@@H]2C	31.5%
COC(=O)[C@]12C[C@H](CC(=O)NCCCN3CCCC3=O)C(=O)N(CCc3ccc(OC)c(OC)c3)C1=C[C@H](C(C)C)O[C@@H]2C1CC1	26.6%
O=C(O)CCN1C(=O)/C(=C/c2cccc(OCc3ccc(F)cc3)c2)SC1=S	5.9%
CC[C@H](CCC(=O)N(c1ccccc1)c1ccccc1)C1CC1	0.2%
COc1ccc(OC)c(S(=O)(=O)N2CCC(C(=O)NCc3cccs3)CC2)c1	15.8%
O=C(CSc1nnc(-c2ccccc2)n1Cc1ccco1)Nc1ccccc1-c1ccccc1	?
C=CCN1C(=O)[C@H](CC(=O)N2CCN(C(=O)c3ccco3)CC2)[C@@]2(C(=O)OCC)CCCC=C12	-1.0%
CCC(=O)Nc1ccc(Cl)cc1C(=O)c1ccc[nH]1	-1.3%
CC(=O)c1ccc(NC(=O)NC2CCCCN(Cc3ccc(Cl)cc3)C2=O)cc1 (stereo not drawn)	?
Nn1c(SCc2ccc(Br)cc2)nnc1-c1n[nH]c2c1CCC2	-15.4%
CCOc1ccc(NC(=O)CN2CCCN(c3ccc(OC)cc3)CC2)cc1	1.7%
COC(=O)[C@]12C[C@H](CC(=O)N3CCN(C(=O)c4ccco4)CC3)C(=O)N(Cc3ccc(Cl)cc3Cl)C1=C[C@H](C(C)(C)C)O[C@@H]2C	11.2µM*
O=C(CSc1nc2ccccc2nc1N1CCCC1)N1CCN(c2cccc(C(F)(F)F)c2)CC1	?
CCNC(=S)NNC(=O)CSc1nnc(SCc2cccc3ccccc23)s1	?
CCC[C@H]1[C@@H](OC(=O)NCc2cccs2)CC[C@@]23CCCN2C(=O)CCC[C@@H]13	37.4%

Four of these compounds, reformatted.
structure | FUS yeast rescue
O=C(O)CCN1C(=O)/C(=C/c2cccc(OCc3ccc(F)cc3)c2)SC1=S | 5.9%
CC[C@H](CCC(=O)N(c1ccccc1)c1ccccc1)C1CC1 | 0.2%
COc1ccc(OC)c(S(=O)(=O)N2CCC(C(=O)NCc3cccs3)CC2)c1 | 15.8%
O=C(CSc1nnc(-c2ccccc2)n1Cc1ccco1)Nc1ccccc1-c1ccccc1 | ?

Screens as filed in PubChem.

Only part of the results is shown; count on the stated rates, not on these rows.
